Tb PGK inh = qHTS Assay to Find Inhibitors of Phosphoglycerate Kinase | Phosphoglycerate kinase, glycosomal (Trypanosoma brucei brucei), P07378 | PGK/GAPDH coupled, Kinase-Glo luminescence, 60 min | Potency, µM (highest dose often 57.5 µM), inactives show at the highest dose activity change, negative = inhibition, usual class: inhibitors | actives 0.043% (n = 380,000) | AID 602233, 2012; note: potency is the fitted concentration of half-maximal effect; % is set by controls: 0 for no effect and ±100 for the full control effect; nearly all actives have a fitted effect of over 60% in size
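Luminescent ATP detection (Kinase-Glo Plus) follows a 60-minute room-temperature incubation, with wells lacking PGK as controls. Buffer: 100 mM TEA (pH 7.6), 5 mM MgCl2, 0.01% Tween-20. Coupling enzyme GAPDH (100 nM final) supplies unstable 1,3-BPG in-well.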
Pol eta inh = qHTS for Inhibitors of Polymerase Eta | actives 1.2% (n = 390,000) | recombinant Pol eta, fluorescent DNA replication assay | Potency, µM (titrated, usually from 114 µM), for the others: top-dose activity change, negative = inhibition, hits mostly inhibitors | AID 588591, 2011 | DNA polymerase eta (Homo sapiens), Q9Y253; note: potency is the fitted concentration of half-maximal effect; % is set by controls: 0 for no effect and ±100 for the full control effect
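Pol eta at 10 nM preincubated with compounds 15 min at room temperature; reaction started with fluorescent substrate (50 nM final) and read kinetically at 0 and 10 min.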
Apoferritin bind = qHTS Assay for Identification of Novel General Anesthetics; actives 0.074% (n = 350,000); Potency, µM (doses to about 77.5 µM), for inactives: top-dose activity change, negative = displacement, hits mostly inhibitors; apoferritin/1-aminoanthracene competitive binding, fluorescence; note: potency is the fitted concentration of half-maximal effect; % is set by controls: 0 for no effect and ±100 for the full control effect; nearly all actives have a fitted effect of over 20% in size
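Horse-spleen apoferritin (10 uM) was mixed with 50% saturated 1-aminoanthracene in PBS, exposed to compounds for 10 min at room temperature, and read for fluorescence (ex 380 nm, em 535 nm). Competitive displacement was fitted with a four-parameter Hill equation.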
Pol iota inh = qHTS for Inhibitors of Polymerase Iota. DNA polymerase iota (Homo sapiens), Q9UNA4. Pol iota fluorescent replication assay, 10 min. Potency, µM (titrated, usually from 115 µM), without a hit: top-dose activity, negative = inhibition, most hits filed as inhibitors. actives 1% (n = 390,000); note: potency is the fitted concentration of half-maximal effect
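Fluorescent replication assay read twice, at 0 min and 10 min after adding 50 nM (final) substrate. Enzyme (10 nM) and compounds were first incubated 15 min at room temperature; enzyme-free buffer wells were negative controls.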
RXFP1 antag = qHTS Assay for Antagonists of the Relaxin Receptor RXFP1 | Relaxin receptor 1 (Homo sapiens), Q9HBX9 | HEK293-RXFP1, relaxin-stimulated cAMP HTRF, 30 min; active compounds read low | activity change, negative = inhibition, % at 57.5 µM | actives 0.59% (n = 350,000);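 active = activity change of -60% or lower, but not beyond a set lower limit; inconclusive = change between -60% and -40%, or beyond the set limit; inactive = change above -40%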; note: % is set by controls: 0 for no effect and ±100 for the full control effect
Target sequence (Q9HBX9 whole entry, looked up): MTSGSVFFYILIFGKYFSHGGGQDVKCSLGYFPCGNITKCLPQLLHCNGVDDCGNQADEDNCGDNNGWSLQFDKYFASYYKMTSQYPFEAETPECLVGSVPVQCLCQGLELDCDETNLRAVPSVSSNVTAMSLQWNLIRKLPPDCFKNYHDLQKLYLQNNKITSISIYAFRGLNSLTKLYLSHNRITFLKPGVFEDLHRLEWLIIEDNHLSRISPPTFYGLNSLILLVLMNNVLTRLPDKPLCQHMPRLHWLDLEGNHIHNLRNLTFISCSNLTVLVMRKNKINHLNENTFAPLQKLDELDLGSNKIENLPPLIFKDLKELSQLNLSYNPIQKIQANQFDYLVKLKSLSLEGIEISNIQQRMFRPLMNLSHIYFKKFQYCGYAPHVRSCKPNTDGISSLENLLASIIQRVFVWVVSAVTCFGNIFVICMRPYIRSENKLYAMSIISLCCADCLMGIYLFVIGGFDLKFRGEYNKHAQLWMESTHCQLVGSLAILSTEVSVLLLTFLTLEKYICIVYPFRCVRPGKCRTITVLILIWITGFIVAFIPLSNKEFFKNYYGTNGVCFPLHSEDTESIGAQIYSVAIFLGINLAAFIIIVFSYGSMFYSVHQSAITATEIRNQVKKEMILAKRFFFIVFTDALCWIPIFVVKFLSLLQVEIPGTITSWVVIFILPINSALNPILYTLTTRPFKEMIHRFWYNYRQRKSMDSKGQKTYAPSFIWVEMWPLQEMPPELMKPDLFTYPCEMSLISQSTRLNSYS
Pol kappa inh = qHTS for Inhibitors of Polymerase Kappa | actives 0.53% (n = 400,000) | Potency, µM (series often up to 107 µM), for the others: top-dose activity, negative = inhibition, hits mostly inhibitors | purified Pol kappa, fluorescent DNA synthesis assay, 10 min | AID 588579, 2011; note: potency is the fitted concentration of half-maximal effect; % is set by controls: 0 for no effect and ±100 for the full control effect
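Enzyme at 10 nM met test compounds for 15 min at room temperature. Substrate addition (50 nM final) began the reaction, which was monitored by fluorescence at 0 and 10 min.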
POLB inh = qHTS Assay for Inhibitors of DNA Polymerase Beta. P06746. Pol beta primer extension/strand displacement, fluorescence kinetic. Potency, µM (highest dose often 114 µM), inactives show top-dose activity change, negative = inhibition, usual class: inhibitors. actives 1.3% (n = 340,000); note: potency is the fitted concentration of half-maximal effect; % is set by controls: 0 for no effect and ±100 for the full control effect
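Curves were derived by four-parameter Hill fits of normalized qHTS data. The kinetic fluorescent primer-extension read was taken at 0 and 10 min after 50 nM substrate, following a 15 min room-temperature preincubation of 10 nM enzyme with compounds.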
BLM inh = qHTS Assay for Inhibitors of Bloom's syndrome helicase (BLM) | RecQ-like DNA helicase BLM (Homo sapiens), P54132 | recombinant BLM DNA unwinding, fluorescence dequenching | Potency, µM (highest dose often 56.1 µM), for the others: at the top dose activity change, negative = inhibition, hits mostly inhibitors | actives 0.2% (n = 350,000);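 note: potency is the fitted concentration of half-maximal effect; plate controls were vehicle for no effect and no enzyme for full effect; nearly all actives have a fitted effect of over 35% in size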
APEX1 inh = qHTS Assay for Inhibitors of the Human Apurinic/apyrimidinic Endonuclease 1 (APE1) | DNA repair nuclease/redox regulator APEX1 (Homo sapiens), P27695 | actives 0.35% (n = 350,000) | recombinant APE1, TAMRA/BHQ-2 abasic DNA cleavage fluorescence | Potency, µM (titrated, usually from 65.8 µM), for the others: at the highest dose activity change, negative = inhibition, most hits filed as inhibitors;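 note: potency is the fitted concentration of half-maximal effect; plate controls were vehicle for no effect and reference inhibitor for full effect; nearly all actives have a fitted effect of over 55% in size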
Target sequence (P27695 whole entry, looked up): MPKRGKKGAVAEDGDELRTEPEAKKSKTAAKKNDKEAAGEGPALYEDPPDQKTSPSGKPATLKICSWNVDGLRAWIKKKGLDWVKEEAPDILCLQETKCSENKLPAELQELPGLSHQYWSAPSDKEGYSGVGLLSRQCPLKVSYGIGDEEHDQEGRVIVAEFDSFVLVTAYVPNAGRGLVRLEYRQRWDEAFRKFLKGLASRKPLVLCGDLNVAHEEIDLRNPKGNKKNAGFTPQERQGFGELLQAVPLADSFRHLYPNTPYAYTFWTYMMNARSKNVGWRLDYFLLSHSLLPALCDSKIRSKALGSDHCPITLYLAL
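APE1 at 0.75 nM preincubated 15 min at room temperature with compound. Reaction then started with 50 nM double-stranded THF-abasic substrate labelled with TAMRA/BHQ-2, and 525/598 nm fluorescence read kinetically. Activity taken as third-minus-first read difference, normalized to DMSO and NSC13755 controls.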
* marks the source's active call; other numbers are inactive results; i = inactive; ? = inconclusive; nt = not tested or not shown; & = joins results of further samples; [ ] = another dose, or the depositor's remark. Unless noted, calls come from the whole dose curve; as a rule, active = well fitted curve in the direction sought with a large enough effect; inconclusive = small, poorly fitted or top-dose-only effect, or another doubt; inactive = no such curve, though single readings can be large; an effect the other way counts as inactive or inconclusive. This is a subset, so the mix of outcomes need not match the whole.

1	CC1CCN(C(=O)Cn2c(=O)n(Cc3ccco3)c(=O)c3sccc32)CC1
2	O=C(CSc1nnnn1-c1ccc(C(=O)O)cc1)NC1CC1
3	Cc1ccc(C)c(N(C)S(=O)(=O)c2cccc3nsnc23)c1
4	O=C(Nc1cccc(Cl)c1)N(CCCN1CCOCC1)Cc1ccccc1F
5	CCN(CC)C(=O)Cn1cc(C(=O)C2CC2)c2ccccc21
6	O=C(NCc1ccc(F)cc1)c1ccc(Br)o1
7	CN(CC(=O)NCc1ccco1)S(=O)(=O)c1cccc2cccnc12
8	Cc1ccc(CN2CC(C(=O)N3CCN(S(=O)(=O)c4cccc(F)c4)CC3)CC2=O)cc1 (stereo not given)

Screen / compound no.	1	2	3	4	5	6	7	8
RXFP1 antag	-15.2	-0.6	-10.1	6.8	-11.0	-15.1	nt	-16.7
Pol eta inh	-17.6%	2.2%	-12.6%	-23.4%	-20.3%	-5.0%	5.3%	-7.1%
Pol kappa inh	11.9%	-7.0%	-7.8%	-3.3%	-6.1%	-7.9%	-11.8%	-8.7%
POLB inh	2.5%	7.0%	0.6%	-2.7%	-1.8%	-1.4%	6.2%	nt
Pol iota inh	0.9%	-15.3%	14.4%	25.6%	19.0%	88.9%[activator]	8.0%	4.6%
Apoferritin bind	-1.1%	-0.4%	?	?	-2.3%	-9.0%	-3.6%	nt
APEX1 inh	50.8%[activator]	25.0%	-9.9%	20.8%	0.8%	-5.0%	0.8%	-10.7%
BLM inh	-0.1%	-0.8%	-4.0%	-5.9%	-3.6%	-8.2%	-8.8%	nt
Tb PGK inh	i	-0.4%	-7.3%	9.2%	i	i	2.0%	-5.4%

9	CN(C(=O)c1ccc(NC(=O)Cc2cccc(NC(=O)C3CCCN(C(=O)C4CCCCC4)C3)c2)cc1)C1CCCC1 (stereo not given)
10	Cc1cc(C)nc(SCC(=O)NCC2COc3ccccc3O2)n1 (stereo not given)
11	CC1=C(C)CC(C(=O)Nc2nccs2)C(C(=O)O)C1 (stereo not given)
12	COc1ccc(CNC(=O)COC(=O)c2ccc(F)c(S(=O)(=O)N3CCCCC3)c2)cc1OC
13	Nc1c2c(nn1-c1ccc(C(=O)O)cc1)CNC2
14	COc1cccc2c1C(=O)C=C(C)C2=O
15	CN(CC(=O)NCCc1ccc(F)cc1)Cc1cccs1
16	FC(F)(F)c1ccc(/C=N/N2CCN(Cc3ccccc3)CC2)cc1

Screen / compound no.	9	10	11	12	13	14	15	16
RXFP1 antag	nt	-4.5	4.4	-3.5	-4.0	-11.7	12.8	-34.3
Pol eta inh	-12.2%	-3.2%	-21.8%	-7.3%	-8.6%	?	-0.9%	-11.0%
Pol kappa inh	-4.4%	-8.6%	3.7%	-5.7%	-3.0%	-3.2%	-11.7%	-7.7%
POLB inh	nt	nt	-6.9%	0.0%	29.1%	20.5%	13.3%	26.8%
Pol iota inh	-9.3%	2.9%	3.5%	23.1%	26.8%	248.6%[activator]	56.7%[activator]	146.4%[activator]
Apoferritin bind	nt	nt	1.1%	-17.3%	8.8%	6.8%	-4.6%	-11.1%
APEX1 inh	23.0%	4.6%	4.0%	-1.1%	42.2%	-1.9%	-8.2%	-10.0%
BLM inh	nt	nt	3.1%	-4.4%	-5.4%	-12.8%	-2.2%	-6.3%
Tb PGK inh	-2.5%	-1.9%	-7.0%	i	-3.1%	2.7%	4.1%	-1.5%

17	O=S(=O)(c1ccccc1)c1nc(NC2CC2)sc1Cl
18	CC(CCCCC(=O)Nc1ccc(C(F)(F)F)cc1)NCCc1cnc[nH]1 (stereo not given)
19	O=C1CC(NCC2CCCO2)C(=O)N1c1ccc(F)cc1 (stereo not given)
20	CC(=O)c1ccc(OCC(O)CN2CCN(S(=O)(=O)c3c(C)c(C)cc(C)c3C)CC2)cc1 (stereo not given)
21	Cn1c(=O)c2c(SCC(=O)N3CCOCC3)nc(-c3ccccc3F)nc2n(C)c1=O
22	COc1ccc(CC2C(=O)Nc3ccc(Br)cc32)cc1OC (stereo not given)
23	CCOC(=O)/C=C1\Nc2ccccc2OC1=O
24	CCN(CC)c1ccc(C2C(C(=O)OC)=C(C)NC(C)=C2C(=O)OC)cc1

Screen / compound no.	17	18	19	20	21	22	23	24
RXFP1 antag	-5.0	nt	7.7	0.0	6.4	-18.8	-2.7	-3.6
Pol eta inh	-28.9%	nt	-17.9%	-23.8%	-13.9%	8.7%	-18.9%	-5.1%
Pol kappa inh	-10.9%	1.8%[19.4 µM]	-18.6%	-14.3%	-0.3%	3.0%	-14.9%	0.0%
POLB inh	12.6%	6.8%	-1.1%	-0.7%	43.3%	23.6%	4.1%	?
Pol iota inh	52.7%[activator]	nt	-4.5%	38.4%[activator]	25.7%	-8.2%	9.3%	30.9%[activator]
Apoferritin bind	-8.3%	-7.3%&-4.9%	-5.5%	-15.8%	-2.2%	-9.0%	-9.8%	-5.9%
APEX1 inh	16.8%	2.5%&-4.0%	-4.8%	29.9%	9.6%	nt	2.1%	2.9%
BLM inh	-1.7%	-4.5%	0.7%	-8.6%	-3.2%	-1.6%	2.2%	-10.9%
Tb PGK inh	-3.7%	nt	-0.6%	-2.0%	-8.8%	i	0.0%	-4.0%

25	CC(C)CN(C(=O)Cn1c(=O)cnc2ccccc21)C1CCS(=O)(=O)C1 (stereo not given)
26	Cc1ccc(CN2CCCn3nc(C(=O)NCc4ccc(N(C)C)cc4)cc3C2=O)cc1
27	O=C(Nc1ccc(Br)cc1F)N1CCC2(CC1)Oc1ccccc1C(=O)N2Cc1ccccc1F
28	CC1CCC(NC(=O)CSc2nncn2C)CC1 (stereo not given)
29	CCOP(=O)(c1ccccc1)c1nc(-c2ccccc2C)oc1N1CCCCC1 (stereo not given)
30	O=C(C[C@@H]1C/C=C\C[C@H](Cc2ccc(F)cc2)C(=O)OCCNC1=O)N[C@H](CO)Cc1ccccc1
31	Cn1c(=O)cc(OCC(=O)N2CCN(c3ccccc3)CC2)c2ccccc21
32	CCOC(=O)c1cc2c(=O)n3ccccc3nc2n(Cc2ccco2)c1=NC(=O)c1ccc(OC)cc1OC

Screen / compound no.	25	26	27	28	29	30	31	32
RXFP1 antag	-7.0	-0.9	-13.9	-2.0	-29.8	nt	nt	-9.5
Pol eta inh	-19.3%	-13.1%	nt	-1.9%	-11.6%	-8.0%	-15.5%	?
Pol kappa inh	0.1%	2.5%[60.1 µM]	-2.5%	-1.2%	-23.5%	-17.8%	-8.5%	-36.9%
POLB inh	nt	-17.5%	23.8%	nt	-0.2%	nt	17.1%	?
Pol iota inh	26.0%	-10.5%	17.9%	25.2%	11.1%	15.5%	5.0%	?
Apoferritin bind	nt	-14.0%	45.9%[activator]	nt	-5.9%	nt	-0.6%	95.6%[activator]
APEX1 inh	15.6%	nt	nt	-9.5%	5.9%	5.7%	nt	-4.8%
BLM inh	nt	-1.0%	-7.2%	nt	-13.5%	nt	-1.1%	-14.6%
Tb PGK inh	1.3%	12.6%	nt	-1.8%	i	4.2%	-7.5%	-2.5%

Exported with two lines to a compound: 2 of the compounds above
Order of results – RXFP1 antag, Pol eta inh, Pol kappa inh, POLB inh, Pol iota inh, Apoferritin bind, APEX1 inh, BLM inh, Tb PGK inh
31. Cn1c(=O)cc(OCC(=O)N2CCN(c3ccccc3)CC2)c2ccccc21
  nt, -15.5%, -8.5%, 17.1%, 5.0%, -0.6%, nt, -1.1%, -7.5%
32. CCOC(=O)c1cc2c(=O)n3ccccc3nc2n(Cc2ccco2)c1=NC(=O)c1ccc(OC)cc1OC
  -9.5, ?, -36.9%, ?, ?, 95.6%[activator], -4.8%, -14.6%, -2.5%

Going on with the list:
33	CC1C2NC(=O)N(Cc3ccccc3)C1(C)Oc1ccccc12 (stereo not given)
34	Cc1cccc(N2C(=O)CSC23C(=O)N(CC(=O)NCc2ccccc2Cl)c2ccccc23)c1 (stereo not given)
35	CC(=O)Nc1ccc(NC(=O)COc2ccc(-c3ccccc3)cc2)cc1
36	CNC[C@H]1Oc2c(NC(=O)C3CCCCC3)cccc2C(=O)N([C@H](C)CO)C[C@@H]1C
37	CC(OC(=O)c1snc(C(=O)NC2CCCCC2)c1N)C(=O)NC(C)(C)C (stereo not given)
38	COc1ccc(/C=N/n2c(=O)[nH]c3c([nH]c4ccc(Cl)cc43)c2=O)cc1CN1CCCCC1
39	O=C(NC1CCCC1)C1CCCN(S(=O)(=O)c2ccc(F)cc2)C1 (stereo not given)
40	CSc1ccc(Cl)c(C(=O)Nc2nccs2)c1

Screen / compound no.	33	34	35	36	37	38	39	40
RXFP1 antag	1.7	nt	-22.1	nt	6.7	-4.3	-12.0	-0.7
Pol eta inh	3.6%	-12.5%	-2.8%	-13.6%	2.5%	-15.9%	-3.8%	-5.2%
Pol kappa inh	-6.9%	-6.3%	7.1%	19.6%	-7.3%	-4.7%	-1.9%	8.7%
POLB inh	14.5%	-1.9%	2.3%	nt	33.6%	22.8%	5.8%	8.0%
Pol iota inh	11.3%	-4.7%	37.9%	-20.2%	-10.2%	150.1%[activator]	60.4%[activator]	14.0%
Apoferritin bind	-11.1%	-6.0%	3.0%	nt	0.1%	0.2%	19.4%	-10.0%
APEX1 inh	1.0%	nt	-16.0%	14.8%	12.3%	14.9%	65.7%[activator]	13.0%
BLM inh	-1.2%	-7.8%	-4.4%	nt	3.8%	-9.3%	-8.0%	-0.5%
Tb PGK inh	-3.9%	i	-5.6%	-5.6%	-8.2%	-9.1%	4.7%	-5.0%
